RPL19A TOR yeast = alters RPL19A-GFP fluorescence in TOR pathway yeast screen; percent response vs DMSO, % at 10 µM; S. cerevisiae RPL19A-GFP strain, flow cytometry, 3 h; stronger effect = lower value; actives 0.3% (n = 330,000);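 active = percent response vs DMSO below 50%; inconclusive = fewer than 70 events counted for the yeast strain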;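 also: median channel GFP fluorescence of the barcoded RPL19A-GFP strain; ratio of sample median GFP to plate DMSO average so 100% = DMSO; lower means less RPL19A-GFP as with rapamycin TOR inhibition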
LAP4-GFP MLPCN = modulators of TOR pathway LAP4-GFP in S. cerevisiae; GFP response vs DMSO, % at 10 µM; AID 2023; actives 0.34% (n = 320,000); S. cerevisiae LAP4-GFP multiplex, flow cytometry GFP, 3 h; median GFP as percent of DMSO wells;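 active = GFP response vs DMSO above a set limit, about the screen mean plus 3 SD, cut at about 150% in these data; inconclusive = under 70 cell events counted for the yeast strain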
MEP2-GFP yeast = modulators of TOR pathway MEP2-GFP in S. cerevisiae; S. cerevisiae MEP2-GFP strain, flow cytometry GFP, 3 h; 100% = DMSO control level; actives 0.51% (n = 330,000); GFP response vs DMSO, % at 10 µM;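 active = GFP response versus DMSO above a set limit, roughly screen mean plus 3 SD, cut at about 180% in these data; inconclusive = fewer than 70 cells counted for a yeast strain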;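 also: median GFP fluorescence of the barcode-gated MEP2-GFP cells per well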
proCasp3 act = activates human procaspase-3 | AID 463141 | recombinant procaspase-3 D3A, Ac-DEVD-pNA absorbance 405 nm | activation, % at 8.5 µM | actives 0.11% (n = 330,000) | P42574;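 active = activation above the mean of all tested compounds plus 3 SD, cut at about 21% in these data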;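 also: 0% = DMSO alone and 100% = DMSO wells spiked with extra 5 µM PC-3 D3A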
Target sequence (P42574 whole entry D9A/D28A/D175A): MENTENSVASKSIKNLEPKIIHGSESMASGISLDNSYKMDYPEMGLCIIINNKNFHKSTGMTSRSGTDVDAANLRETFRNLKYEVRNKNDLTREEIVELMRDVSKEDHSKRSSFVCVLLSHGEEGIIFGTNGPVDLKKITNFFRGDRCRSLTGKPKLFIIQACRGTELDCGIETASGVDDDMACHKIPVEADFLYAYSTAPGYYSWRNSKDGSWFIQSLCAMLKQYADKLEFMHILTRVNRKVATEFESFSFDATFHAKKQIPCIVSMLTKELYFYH
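Evaluation: percent activation relative to control range; Material: Procaspase-3 D3A mutant, all three cleavage aspartates alanine; Compound: single dose, 8.5 µM nominal compound, 0.8% DMSO; Replication: one well per compound; Signal: absorbance at 405 nm, 0 and 120 min; Schedule: 1 h preincubation plus 2 h reaction at 25 °C.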
Yeast superoxide = yeast age-related superoxide inhibition as caloric restriction mimetic; S. cerevisiae aged cells, superoxide DHE fluorescence; stronger effect = lower value; superoxide response (% of plate mean), % at 10 µM; AID 2690; actives 0.18% (n = 330,000);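 active = superoxide response under a set limit, about three screen SD below normal, cut at about 65% in these data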;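 also: yeast aged for seven days with compound at 30 °C before DHE staining; 100% = average MFI of all compound-treated wells on the plate with controls excluded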
AHR activator = human AHR activation; AHR-responsive luciferase reporter cells, luminescence; AID 2796; P35869; actives 2.5% (n = 320,000); activation, % at 5 µM; in the data active = activation above about 47%;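 also: 0% = vehicle wells and 100% = reference agonist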
JMJD2C inh = human JMJD2C demethylase inhibition; Q9H3R0; GST-JMJD2C(1-420) H3K9me3 demethylation, DELFIA europium; inhibition, % at 2.35 µM; actives 0.069% (n = 330,000); AID 2099;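 active = more than half of a compound's replicate wells show inhibition beyond 50%, single wells judged on their own value; inconclusive = some, but no more than half, of replicates pass 50% inhibition; inactive = no replicate passes 50% inhibition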;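 also: signal counts dimethyl H3K9 product captured on neutravidin plate; 0% = median of DMSO wells and 100% = 0.3 times that DMSO median; strong numbers were not always called active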
Target sequence (Q9H3R0 1-420 limits assumed): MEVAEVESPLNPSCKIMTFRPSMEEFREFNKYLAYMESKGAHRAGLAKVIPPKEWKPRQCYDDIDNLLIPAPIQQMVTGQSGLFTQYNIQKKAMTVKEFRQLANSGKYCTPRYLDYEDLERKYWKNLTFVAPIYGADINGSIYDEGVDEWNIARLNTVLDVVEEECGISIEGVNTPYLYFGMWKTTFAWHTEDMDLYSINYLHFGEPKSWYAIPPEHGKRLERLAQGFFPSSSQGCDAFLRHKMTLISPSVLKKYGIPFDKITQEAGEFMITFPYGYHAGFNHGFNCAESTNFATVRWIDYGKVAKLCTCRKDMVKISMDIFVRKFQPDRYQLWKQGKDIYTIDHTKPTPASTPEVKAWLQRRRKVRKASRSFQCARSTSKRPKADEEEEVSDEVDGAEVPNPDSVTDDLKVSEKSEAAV
proCasp7 act = counter-screen for procaspase-3 activators: activators of human procaspase-7; P55210; recombinant procaspase-7, Ac-DEVD-pNA absorbance 405 nm; D23A/D198A/D206A triple mutant, cannot self-cleave; scale: DMSO 0, 5 µM enzyme 100; activation, % at 8.5 µM; actives 0.093% (n = 330,000); AID 463210;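 active = percent activation above the screen-wide mean plus 3 SD, cut at about 25% in these data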
Target sequence (P55210 whole entry D23A/D198A/D206A): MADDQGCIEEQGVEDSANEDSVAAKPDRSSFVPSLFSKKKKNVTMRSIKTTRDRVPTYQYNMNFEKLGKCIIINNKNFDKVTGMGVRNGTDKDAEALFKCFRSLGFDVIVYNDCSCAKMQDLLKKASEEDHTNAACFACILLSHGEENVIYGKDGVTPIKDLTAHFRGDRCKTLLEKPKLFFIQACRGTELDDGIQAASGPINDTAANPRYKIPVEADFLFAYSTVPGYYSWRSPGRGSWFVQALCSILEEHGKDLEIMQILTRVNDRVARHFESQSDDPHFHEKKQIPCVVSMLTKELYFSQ
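System: Uncleavable procaspase-7 mutant enzyme; Amount: 2 µM procaspase-7 mutant as dispensed; Schedule: 1 h compound preincubation, 2 h substrate cleavage, 25 °C; Measured by: 405 nm absorbance of p-nitroaniline; Evaluation: percent activation from buffer-corrected 0–120 min absorbance change; Control set: low DMSO alone, high DMSO plus 5 µM PC-7.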
* hit, by the source's call; ? = inconclusive; . = no result given; & = joins results of further samples.

SMILES | RPL19A TOR yeast | LAP4-GFP MLPCN | MEP2-GFP yeast | proCasp3 act | Yeast superoxide | AHR activator | JMJD2C inh | proCasp7 act
CC1C(=O)Nc2ccccc2N1C(=O)c1ccccc1 (centres undefined) | 97 | 95 | 98 | -5 | 92 | -2 | 16 | -9
Cc1cccc(N2C(=O)C(CC(=O)Nc3cccc(F)c3)N(CCc3ccncc3)C2=O)c1 (centres undefined) | 100 | 95 | 106 | -1 | 84 | 4 | 1 | -8
O=S(=O)(c1ccccc1)C(/C=N\O)/C=C/c1ccccc1 (centres undefined) | 103 | 112 | 100 | -16 | 85 | 2 | 9 | -17
Cc1cc(NC(=O)c2cc(-c3ccc(O)cc3)on2)no1 | 96 | 94 | 90 | -1 | 79 | -1 | 3 | 5
CC(=O)c1cc2c(cc1NC(=O)Cc1ccsc1)OCO2 | 98 | 111 | 105 | 1 | 94 | 23 | 18 | 0
O=C(OCC#CCSc1nnc(-c2cccc3ccccc23)o1)c1ccc2ccccc2c1 | 99 | 104 | 100 | -1 | 107 | 2 | . | 9
CC1CC(C)(C)CC2(C1)NC(=O)N(CC(=O)NC1CCCc3ccccc31)C2=O (centres undefined) | 99 | 98 | 98 | -9 | 87 | 3 | -21 | 5
CCOC(=O)c1sc(NC(=O)C2CC(=O)N(c3ccc(OCC)cc3)C2)nc1C (centres undefined) | 100 | 93 | 105 | 2 | 120 | 0 | 22 | 3
CCOc1cc(C)c(Cl)cc1S(=O)(=O)N1CCCC1 | 98 | 98 | 100 | 5 | 107 | -4 | 1 | 2
CCOC(=O)c1c2c([nH]c(=S)c1C#N)CCCC2 | 107 | 116 | 114 | -18 | 105 | 0 | 7 | -23
COc1ccc(CNCCC(c2ccccc2)C2CCOC(C)(C)C2)cc1 (centres undefined) | 101 | 96 | 93 | 1 | 90 | 2 | -2 | 13
O=C(COC(=O)CNC(=O)c1ccc(Cl)cc1Cl)NC(=O)NCc1ccccc1 | 93 | 101 | 93 | 2 | 114 | -3 | -3 | 3
Cc1cc(C)cc(NC(=O)N(CCC#N)Cc2cccs2)c1 | 97 | 95 | 101 | -1 | 99 | 2 | 9 | 17
O=C(CSc1nnc(-c2cccnc2)n1Cc1ccccc1)N1CCOCC1 | 98 | 94 | 99 | -2 | 85 | -2 | -5 | 4
CCCCNC(=O)C(CC)(ONc1ccccc1C(F)(F)F)c1ccccc1 (centres undefined) | 97 | 107 | 94 | -13 | 95 | 0 | -1 | -28
Cn1c(=O)c2c(ncn2CC(=O)Nc2nnc(Cc3ccccc3)s2)n(C)c1=O | 98 | 105 | 108 | 7 | 109 | 3 | 4 | 4
O=C(CCCN1C(=O)CSc2ncccc21)N1CCN(c2cccc(C(F)(F)F)c2)CC1 | ? | ? | ? | 3 | 100 | 1 | 0 | 5
Cc1cnn(Cc2ccccc2)c1N | 94 | 91 | 102 | 5 | 92 | 2 | ? | 9
CCOc1ccccc1NC(=O)CN1CCc2ccccc2C1 | 103 | 102 | 106 | 9 | 108 | 15 | -5 | -21
COc1ccc(CNC(C)CCc2ccccc2)cc1 (centres undefined) | 103 | 99 | 104 | -7 | 102 | 0 | -4 | -14
O=C(ONC1=NCCCCC1)c1cccc([N+](=O)[O-])c1 | 108 | 96 | 109 | 12 | 102 | -2 | 19 | 4
COc1ccc(N2CCN(CC(=O)Nc3sccc3C#N)CC2)cc1 | 109 | 92 | 106 | -7 | 110 | 4 | -13 | 0
COC(=O)C1C(=O)C2=C(CC1C)NC(=O)CC2c1cccc(C)c1 (centres undefined) | 98 | 96 | 100 | -6 | 95 | -1 | -12 | -2
COc1ccc(NC(=O)CSc2nnc3n2CCCCC3)cc1 | 100 | 94 | 99 | 13 | 77 | 2 | -5 | -2
COc1ccc(NC(=O)Nc2ccccc2C)c(OC)c1 | 102 | 117 | 122 | -4 | 101 | 12 | 11 | 2
CC1(C(=O)OCC(=O)NCc2ccc(Cl)cc2)CC1(Cl)Cl (centres undefined) | 102 | 95 | 106 | -5 | 102 | 0 | -1 | 7
C/C(=N\Nc1nc2ccccc2[nH]1)c1ccccn1 | 102 | 92 | 97 | -5 | 121 | 30 | 6 | -6
COc1cc(OC)c(OC)cc1CN1CCN(Cc2ccc(C(F)(F)F)cc2)CC1 | 99 | 96 | 99 | -10 | 101 | 17 | -2 | -5
O=C(c1cnn2c(C(F)F)cc(C3CC3)nc12)N1CCCC1 | 107 | 104 | 107 | 3 | 88 | 2 | -21 | -9
CC(C)NC(=O)c1cc(-c2ccco2)nn1-c1ccc(Cl)cc1 | 102 | 95 | 97 | -16 | 105 | 1 | 2 | -9
Cc1csc(NC(=O)CSC2=NS(=O)(=O)c3ccccc3N2)n1 | 97 | 112 | 104 | 13 | 97 | -1 | -8 | -4
Cc1cccc(N(CC(=O)NC(C)(C)C)C(=O)CCC(=O)Nc2ccccn2)c1 | 109 | 104 | 112 | -3 | 102 | 3 | 5 | 5
CC#CCN1c2ccccc2[C@]23C[C@@H](C(=O)OC)N=C2NC(C(=O)OC)=C(C(=O)OC)[C@H]13 | 96 | 108 | 92 | 5 | 99 | -1 | -14 | -4
Cc1ccc(C(=O)C(C)OC(=O)CNC(=O)c2ccc(Br)o2)cc1 (centres undefined) | 104 | 109 | 107 | -5 | 98 | 5 | 3 | -1
CCn1c(Cc2ccc(OC)cc2)nnc1SCC(=O)Nc1cccc(C(=O)OC)c1 | 105 | 107 | 108 | 5 | 75 | 1 | . | 0
O=C(NCCc1ccccn1)C1CC(=O)N(Cc2ccccc2Cl)C1 (centres undefined) | 101 | 100 | 101 | -9 | 101 | 2 | 7 | 7
O=C(Nc1ccc2nn(-c3ccccc3)nc2c1)c1ccc2c(c1)OCCO2 | 90 | 105 | 94 | 12 | 107 | -5 | 9 | 10
Cc1ccc(C)c(Cn2c(CO)nc3ccccc32)c1 | 100 | 97 | 105 | -6 | 100 | 3 | 0 | -9
CCn1c(CCC(=O)Nc2ccccc2F)nnc1SCC(=O)Nc1ccc(OC)cc1 | 92 | 103 | 107 | 0 | 101 | 3 | -4 | -5
CCOC(=O)c1c(N)sc(=S)c2c1CCC2 | 97 | 129 | 100 | -3 | 110 | 11 | -3 | -2
O=C(NCc1ccc(Cl)cc1)Nc1ccc(F)cc1 | 111 | 76 | 101 | . | 96 | . | -2 | .
Cc1ccc(SCCC(=O)OC(C(=O)NC(N)=O)C(C)C)cc1 (centres undefined) | 93 | 99 | 95 | 0 | 121 | 0 | -28 | 4
COc1ccc(-c2nnc(SCC(=O)NNC(=O)c3ccc(C)cc3)o2)cc1 | 100 | 92 | 101 | 3 | 98 | -1 | 2 | 5
O=C(NCCOc1cccnc1)C1CCC(=O)N(Cc2ccccc2F)C1 (centres undefined) | 106 | 92 | 96 | 4 | 97 | 0 | 2 | 6
Cc1c(-n2cc(C(=O)c3cc(Br)ccc3O)cc(C#N)c2=O)c(=O)n(-c2ccccc2)n1C | 97 | 105 | 99 | 9 | 96 | 6 | -4 | -1
COc1ccc(OC(C)C(=O)Nc2ccccc2C(F)(F)F)cc1 (centres undefined) | 105 | 100 | 104 | 8 | 111 | 2 | 8 | -2
Cc1cc(OCC(=O)Nc2ccncc2)cc(C)c1Cl | 105 | 83 | 102 | 4 | 96 | 0 | 1 | 5
O=C(O)CN1C(=O)COc2ccc(S(=O)(=O)N3CCCCCC3)cc21 | 92 | 85 | 99 | -3 | 97 | 0 | 27 | 4
O=[N+]([O-])c1nn(-c2ccccc2)[n+]([O-])c1N1CCN(c2ccccc2F)CC1 | 102 | 102 | 101 | -7 | 80 | -1 | 14 | 3
O=C1c2ccccc2C(=O)N1c1ncn[nH]1 | 92 | 103 | 94 | 8 | 116 | 3 | 3 | -3
O=C(COc1ccc(S(=O)(=O)NC2CCCCC2)cc1)NC1CC1 | 95 | 98 | 96 | -3 | 102 | 1 | 30 | 4
CC(CCc1ccccc1)NC(=O)COC(=O)c1ccccc1Br (centres undefined) | 102 | 101 | 110 | 4 | 86 | 3 | -11 | -2
O=C(O)CNC1=NCCCCC1 | 95 | 89 | 102 | -8 | 103 | 0 | 4 | 4
O=C(NCc1ccco1)[C@@H]1CCCN1C(=O)c1cccs1 | 101 | 100 | 109 | 6 | 90 | -1 | 49 | -3
COCCn1c(C)nnc1SCC(=O)Nc1ccccc1[N+](=O)[O-] | 95 | 97 | 100 | 5 | 116 | 3 | -23 | 1
Cc1ccc2nc(-c3ccc(NC(=O)CSc4nc(N)cc(=O)[nH]4)cc3)sc2c1 | 102 | 106 | 102 | 2 | 100 | 7 | 4 | 6
O=C(Nc1ccc2[nH]c(=O)[nH]c2c1)c1ccc([N+](=O)[O-])o1 | 104 | 101 | 99 | 4 | 168 | 2 | -3 | -7
O=C(CC(=O)Nc1nc(C23CC4CC(CC(C4)C2)C3)cs1)NCCO | 92 | 95 | 90 | 1 | 120 | 11 | 24 | 5
O=C(N1CCN(c2ccccc2)CC1)C1(S(=O)(=O)c2ccc(Cl)cc2)CC1 | 99 | 99 | 97 | -3 | 98 | 8 | 3 | 2
c1ccc(-c2csc3ncnc(NCC4COc5ccccc5O4)c23)cc1 (centres undefined) | 85 | 95 | 92 | -4 | 100 | -3 | 11 | 11

Next records:
SMILES | RPL19A TOR yeast | LAP4-GFP MLPCN | MEP2-GFP yeast | proCasp3 act | Yeast superoxide | AHR activator | JMJD2C inh | proCasp7 act
C/C(=N\NC(=O)c1ccc(NS(=O)(=O)c2cccs2)cc1)c1ccc(O)cc1O | 100 | 106 | 99 | -40 | 96 | 6 | 4 | -24
CN1CCCCC1CCN1c2ccccc2Sc2ccc(S(C)=O)cc21 (centres undefined) | 101&97 | 101&104 | 108&95 | -6&-11 | 88&113 | 1&2 | 6 | 11&-13
Cc1cc(C)n(-c2ccc(NC(=O)C3CCCCN3C(=O)c3occc3C)cc2)n1 (centres undefined) | 98 | 91 | 101 | 0 | 117 | -5 | 3 | -1
COc1ccc(C(C)=O)cc1CSc1nnc(Nc2ccccc2)s1 | 104 | 99 | 84 | 8 | 91 | -6 | 0 | 6
OCC(O)C(O)C(O)C(O)C1NCCS1 (centres undefined) | 91 | 92 | 105 | -1 | 101 | 0 | 0 | 2
CCOC(=O)c1c(C)[nH]c(C)c1C(=O)CSc1nc2ccccc2n1CCOC | 100 | 97 | 103 | 3 | 104 | 9 | 4 | -3

Three structures already listed, arranged by length of the SMILES, rising:
SMILES | RPL19A TOR yeast | LAP4-GFP MLPCN | MEP2-GFP yeast | proCasp3 act | Yeast superoxide | AHR activator | JMJD2C inh | proCasp7 act
COc1ccc(C(C)=O)cc1CSc1nnc(Nc2ccccc2)s1 | 104 | 99 | 84 | 8 | 91 | -6 | 0 | 6
CN1CCCCC1CCN1c2ccccc2Sc2ccc(S(C)=O)cc21 (centres undefined) | 101&97 | 101&104 | 108&95 | -6&-11 | 88&113 | 1&2 | 6 | 11&-13
CCOC(=O)c1c(C)[nH]c(C)c1C(=O)CSc1nc2ccccc2n1CCOC | 100 | 97 | 103 | 3 | 104 | 9 | 4 | -3
